# Assay outcomes deposited in PubChem by several laboratories.
# RPL19A TOR yeast: alters RPL19A-GFP fluorescence in TOR pathway yeast screen; S. cerevisiae RPL19A-GFP strain, flow cytometry, 3 h; stronger effect = lower value; percent response vs DMSO, % at 10 µM; actives 0.3% (n = 330,000); AID 2025;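 active means percent response vs DMSO below 50%; inconclusive means fewer than 70 events counted for the yeast strain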;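 further: median channel GFP fluorescence of the barcoded RPL19A-GFP strain; ratio of sample median GFP to plate DMSO average so 100% = DMSO; lower means less RPL19A-GFP as with rapamycin TOR inhibition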
# LAP4 TOR yeast: modulators of TOR pathway LAP4-GFP in S. cerevisiae. S. cerevisiae LAP4-GFP multiplex, flow cytometry GFP, 3 h; median GFP as percent of DMSO wells. GFP response vs DMSO, % at 10 µM. actives 0.34% (n = 320,000). AID 2023;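 active means GFP response vs DMSO above a set limit, about the screen mean plus 3 SD, cut at about 150% in these data; inconclusive means under 70 cell events counted for the yeast strain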
# CR mimetic SO: caloric restriction mimetics inhibiting age-related superoxide in yeast | S. cerevisiae aged cells, superoxide DHE fluorescence; stronger effect = lower value | superoxide response (% of plate mean), % at 10 µM | actives 0.18% (n = 330,000) | AID 2690;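 active means superoxide response under a set limit, about three screen SD below normal, cut at about 65% in these data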;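 further: yeast aged for seven days with compound at 30 °C before DHE staining; 100% = average MFI of all compound-treated wells on the plate with controls excluded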
# AHR act: human AHR activation | activation, % at 5 µM | AID 2796 | actives 2.5% (n = 320,000) | P35869 | AHR-responsive luciferase reporter cells, luminescence; in the data active means activation above about 47%;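 further: 0% = vehicle wells and 100% = reference agonist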
# GASC-1 inh: inhibitors of human GASC-1 (JMJD2C) demethylase | actives 0.069% (n = 330,000) | inhibition, % at 2.35 µM | Q9H3R0 | GST-JMJD2C(1-420) H3K9me3 demethylation, DELFIA europium;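 active means more than half of a compound's replicate wells show inhibition beyond 50%, single wells judged on their own value; inconclusive means some, but no more than half, of replicates pass 50% inhibition; inactive means no replicate passes 50% inhibition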;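 further: signal counts dimethyl H3K9 product captured on neutravidin plate; 0% = median of DMSO wells and 100% = 0.3 times that DMSO median; strong numbers were not always called active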
# Target sequence (Q9H3R0 1-420 limits assumed): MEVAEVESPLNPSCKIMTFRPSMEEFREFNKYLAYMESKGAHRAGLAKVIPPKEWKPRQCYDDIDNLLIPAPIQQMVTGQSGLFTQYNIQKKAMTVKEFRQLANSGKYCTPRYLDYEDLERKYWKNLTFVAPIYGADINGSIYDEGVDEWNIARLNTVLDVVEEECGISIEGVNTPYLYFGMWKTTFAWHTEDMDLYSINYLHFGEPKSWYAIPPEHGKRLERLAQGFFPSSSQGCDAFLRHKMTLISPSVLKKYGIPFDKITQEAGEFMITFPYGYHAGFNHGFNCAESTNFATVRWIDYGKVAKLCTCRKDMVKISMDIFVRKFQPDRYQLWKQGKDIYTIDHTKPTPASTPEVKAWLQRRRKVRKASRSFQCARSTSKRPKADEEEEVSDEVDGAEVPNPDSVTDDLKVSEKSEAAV
# MEP2 TOR yeast: alters MEP2-GFP fluorescence in TOR pathway yeast screen; S. cerevisiae MEP2-GFP strain, flow cytometry GFP, 3 h; 100% = DMSO control level; GFP response vs DMSO, % at 10 µM; actives 0.51% (n = 330,000); AID 2016;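 active means GFP response versus DMSO above a set limit, roughly screen mean plus 3 SD, cut at about 180% in these data; inconclusive means fewer than 70 cells counted for a yeast strain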;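 further: median GFP fluorescence of the barcode-gated MEP2-GFP cells per well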
# procasp3 activ: activates human procaspase-3; P42574; activation, % at 8.5 µM; recombinant procaspase-3 D3A, Ac-DEVD-pNA absorbance 405 nm; actives 0.11% (n = 330,000);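 active means activation above the mean of all tested compounds plus 3 SD, cut at about 21% in these data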;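 further: 0% = DMSO alone and 100% = DMSO wells spiked with extra 5 µM PC-3 D3A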
# Target sequence (P42574 whole entry D9A/D28A/D175A): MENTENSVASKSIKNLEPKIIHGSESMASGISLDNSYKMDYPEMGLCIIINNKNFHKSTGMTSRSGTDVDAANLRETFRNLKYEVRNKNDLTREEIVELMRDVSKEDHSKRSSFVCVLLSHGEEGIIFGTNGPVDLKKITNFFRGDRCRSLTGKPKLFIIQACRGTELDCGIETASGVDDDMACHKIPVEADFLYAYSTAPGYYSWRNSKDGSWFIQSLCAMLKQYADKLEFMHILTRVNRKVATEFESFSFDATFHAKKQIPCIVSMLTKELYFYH
#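 Evaluation: percent activation relative to control range; Material: Procaspase-3 D3A mutant, all three cleavage aspartates alanine; Compound: single dose, 8.5 µM nominal compound, 0.8% DMSO; Replication: one well per compound; Signal: absorbance at 405 nm, 0 and 120 min; Schedule: 1 h preincubation plus 2 h reaction at 25 °C.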
# procasp7 counter: counter-screen for procaspase-3 activators: activators of human procaspase-7; P55210; recombinant procaspase-7, Ac-DEVD-pNA absorbance 405 nm; D23A/D198A/D206A triple mutant, cannot self-cleave; scale: DMSO 0, 5 µM enzyme 100; activation, % at 8.5 µM; actives 0.093% (n = 330,000);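 active means percent activation above the screen-wide mean plus 3 SD, cut at about 25% in these data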
# Target sequence (P55210 whole entry D23A/D198A/D206A): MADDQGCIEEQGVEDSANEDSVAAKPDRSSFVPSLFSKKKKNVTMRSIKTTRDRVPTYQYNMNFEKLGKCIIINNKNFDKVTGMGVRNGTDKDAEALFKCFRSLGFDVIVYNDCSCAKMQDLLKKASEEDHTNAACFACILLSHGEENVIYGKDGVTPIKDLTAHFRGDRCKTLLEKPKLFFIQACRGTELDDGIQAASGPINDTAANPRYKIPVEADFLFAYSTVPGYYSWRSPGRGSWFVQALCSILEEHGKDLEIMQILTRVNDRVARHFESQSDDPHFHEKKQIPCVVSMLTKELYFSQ
#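 Detection: p-Nitroaniline absorbance at 405 nm, read at 0 and 120 min; system: Uncleavable procaspase-7 mutant enzyme; evaluation: % activation from two-timepoint absorbance difference, scaled to controls; times: 1 h enzyme–compound preincubation and 2 h substrate reaction, both 25 °C; buffer or medium: Zinc-free HEPES pH 7.4 with 300 mM NaCl, 0.01% Triton X-100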
# Starred values were filed as active, the others as inactive; ? = inconclusive; . = not tested or not shown; & = joins results of further samples. Hits appear at their usual frequency; any-hit rate near 3.8%.
SMILES,RPL19A TOR yeast,LAP4 TOR yeast,CR mimetic SO,AHR act,GASC-1 inh,MEP2 TOR yeast,procasp3 activ,procasp7 counter
CCCOc1ccc2oc(=O)c3c(c2c1)CCCN3C(=O)CN1CCCC(C(=O)OCC)C1 (stereo not drawn),100,91,89,-4,5,99,13,0
N#Cc1cccc(C(c2nnnn2Cc2ccccc2)N2CCCC2)c1 (stereo not drawn),95,93,95,1,-1,90,-6,0
COc1cccc(NC(=O)CSc2nc(=O)n(Cc3ccncc3)c3c2CCCC3)c1,100,129,91,3,4,98,-2,2
O=C(COc1ccccc1)NCC(=O)NC1=NCCS1,98,94,99,2,1,101,4,-8
CCC1(c2ccc(F)cc2)NC(=O)N(CC(=O)NCc2ccccc2Cl)C1=O (stereo not drawn),103,94,105,2,-17,104,7,1
CC(C)OC(=O)c1cc2c(ccn2C)n1CC(=O)N(Cc1ccccc1)c1ccc(F)cc1,106,97,98,1,7,102,-3,-14
CC(C)(C)c1cc(C(=O)NCCN2CCCC2)cc(C(C)(C)C)c1,101,85,94,-1,6,108,6,-17
Cc1cccc(C(=O)N[C@H](C(=O)Nc2ncc(C)s2)C(C)C)c1,97,115,107,104*,8,95,1,10
O=C(c1cnn2c(C(F)(F)F)cc(-c3ccccc3)nc12)N1CCCCC1c1cccnc1 (stereo not drawn),103,99,105,50*,-1,111,4,8
CC1CCc2nc(NC(=O)c3cc(C(C)(C)C)nn3C)sc2C1 (stereo not drawn),96,87,114,-5,6,95,12,11
COc1ccc(OC)c(S(=O)(=O)N(C)CC(=O)Nc2cc(Cl)ccc2OC)c1,94,96,111,12,0,99,-5,-9
COC(=O)C1CCN(S(=O)(=O)CCNC(=O)c2cccc(OC)c2)CC1,100,96,102,-1,15,102,11,13
CC1(C)CC2C1CCC1(O)CC2(C)CCC1N(O)c1ccc(C(=O)NCCO)cn1 (stereo not drawn),108,108,90,5,-11,99,-10,-27
N/C(=N\c1nc2c(c(=O)[nH]1)CCCC2)Nc1ccccc1Sc1ccccc1,104,101,121,1,?,96,6,-5
COc1ccccc1NS(=O)(=O)c1cccc(C(=O)NCC(c2ccco2)N2CCCC2)c1 (stereo not drawn),101,102,118,1,1,96,0,-1
CCN1CCN(S(=O)(=O)c2ccc(OC)c(NC(=O)c3ccccc3)c2)CC1,109,82,87,1,2,104,6,-2
CC(C)CC(CO)N1CCN(C(=O)c2ccccc2)CCC1=O (stereo not drawn),97,130,107,4,13,89,9,-7
C/C(=N\NC(=O)CC1N=C(Cc2ccccc2)NNC1=O)c1ccc(C)cc1 (stereo not drawn),94,85,89,18,14,89,-4,9
CCC(CC)C(=O)Nc1nnc(SCC(=O)N2CCN(c3ccccc3OC)CC2)s1,104,94,95,2,20&3,100,8,11
C/C(=N\NC1=NCCN1)c1ccc(Cl)cc1,100,109,111,10,-2,95,-4,0
CC(C)(C)NC(=O)C(c1ccncc1)N(C(=O)c1csnn1)c1ccccc1 (stereo not drawn),101,103,95,1,1,109,5,5
O=C1C2C3c4ccccc4C(c4ccccc43)[C@@H]2C(=O)N1c1ccccn1 (stereo partly drawn),102,114,83,1,4,105,0,12
Cc1ccc(S(=O)(=O)Nc2ccccc2-c2ccccc2NS(=O)(=O)c2ccc(C)cc2)cc1,105,105,94,-2,4,105,12,16
CCOC(=O)c1cc(-c2csc(N/N=C/c3ccccc3Cl)n2)on1,95,99,94,50*,.,94,-8,-4
CCn1cc(CNC(=O)c2cccc([N+](=O)[O-])c2)cn1,98,100,75,-1,-7,94,2,0
CN(C)S(=O)(=O)c1cccc(NC(=O)C(c2ccccc2)c2ccccc2)c1,89,95,83,4,-8,101,5,1
COc1ccc(-c2cc(=O)oc3cc(OCC(=O)N[C@@H](Cc4c[nH]c5ccccc45)C(=O)O)ccc23)cc1,102,105,87,11,.,112,-1,-4
CCOC(=O)N1CCN(C(=O)CSc2ccc3nnc(-c4ccncc4)n3n2)CC1,101,109,93,0,14,113,0,11
CCc1ccccc1N1C(=O)C2CC=CCC2C1=O (stereo not drawn),89,94,101,-2,-5,101,-3,1
COc1ccc(C2=NOC(C)(c3nnc(-c4ccc(F)cc4)o3)C2)cc1 (stereo not drawn),93,100,109,-7,8,88,8,-7
CCC(C)C(=O)Nc1cc(OC)c(OC)cc1C(=O)O (stereo not drawn),95,98,95,0,16,110,3,6
COC(=O)c1ccc(C2C(C#N)=C(N)Oc3cc(C)n(C)c(=O)c32)cc1 (stereo not drawn),106,99,99,2,-4,111,6,9
CN(CCNC(=O)C1CC(=O)N(C2CCCC2)C1)Cc1ccccc1 (stereo not drawn),95,96,102,1,20,98,0,1
N#Cc1ccc(C(=O)Nc2nc(-c3cccs3)c(C(=O)C(F)(F)F)s2)cc1,98,100,104,-3,-7,97,8,0
CCCC(C)NC(=O)Cc1ccccc1[N+](=O)[O-] (stereo not drawn),98,100,102,19,71,126,-4,17
Cc1ccc(C(=O)CNc2cccc([N+](=O)[O-])c2)cc1,100,97,106,14,-16,104,0,0
Cc1ccc(S(=O)(=O)Nc2nc(C)c(NC(=O)OCCCl)s2)cc1,98,94,112,-3,23,97,-10,-22
CCN(CC)CCNC(=O)Cc1c(C(=O)O)n(CC)c2ccccc12,101,100,95,0,-2,102,5,6
CC(C)CCOCC1CC2(CC(C)(c3csc(N)n3)OC2=O)C(=O)O1 (stereo not drawn),102,99,89,-2,-3,103,10,9
Cc1cc(NC(=O)c2cc(-c3ccccn3)nc3ccccc23)no1,96,98,110,26,7,99,4,-7
CC(C)(C)NC[C@@H](O)COc1cccc2c1CCCC2=O,102,131,116,-2,.,103,0,4
CCOC(=O)c1c(C)n(C)c2ccc(OC(=O)c3ccc([N+](=O)[O-])cc3)cc12,102,97,94,2,4,105,3,-3
O=C1CC(c2cccc(Cl)c2)c2cc3c(cc2N1)CCC3 (stereo not drawn),86,131,159,8,0,137,8,11
CC(C)(C)C1=CC=C(C(C)(C)C)C(=O)C1=O,97,175*,93,0,-8,91,6,10
COc1ccc(C(CC(=O)NCC(OC)OC)NS(=O)(=O)c2ccc(Cl)cc2)cc1 (stereo not drawn),102,94,114,0,-34,105,4,5
CN(C)c1ccc(C(=O)c2ccc(N(C)C)c3ccccc23)cc1,87,107,99,29,-4,94,6,0
CCOC(=O)C1CCCN(C(=O)c2cn(-c3ccccc3)nc2-c2cccnc2)C1 (stereo not drawn),99,105,102,38,-2,95,3,3
CC1CCCN(CCOCCOc2ccccc2-c2ccccc2)C1 (stereo not drawn),105,97,98,-1,-10,103,-3,-1
COc1ccc(O)c(/C=N/c2nc3ccccc3n2C)c1,100,94,109,-4,-18,96,5,11
CN(C)c1ccc(C(=S)N2CCNCC2)cc1,108,110,107,-1,-14,133,5,3
CC1CN(c2ccc(C(=O)c3ccccc3C(=O)O)cc2[N+](=O)[O-])CC(C)O1 (stereo not drawn),96,94,110,1,-3,96,5,3
CC(NC(=O)CN(C)Cc1cccs1)c1ccccc1 (stereo not drawn),100,81,109,1,3,100,3,-5
C=CC[C@@H](CC(=O)N(CCO)Cc1ccccc1)C(=O)NC[C@H](OC(=O)[C@@H](CC=C)Cc1ccc(F)cc1)c1ccccc1,95,105,90,1,-4,92,14,12
Cc1cc(C)c(C)c(S(=O)(=O)N2CCN(C(=O)CCC(=O)N3CCOCC3)CC2)c1C,102,105,102,1,5,102,7,-5
COc1ccc(NC(=O)CCc2nc(-c3ccc(C)cc3)no2)c(OC)c1,98,106,88,2,-13,99,-5,2
O=C(Nc1ccc(N2CCCC2)cc1)c1cccc(F)c1,103,103,88,7,-13,110,-5,-3
COc1ccc(NC(C)C(=O)N/N=C/c2ccccc2OCc2cccc(Br)c2)cc1 (stereo not drawn),97,98,90,33,-9,106,1,-7
COc1ccc(C(=O)c2ccccc2)cc1,108,110,80,6,14,109,1,8
COC(=O)c1ccc(C(=S)N2CCOCC2)cc1,102,90,99,-1,-5,97,-4,-11
CC(C)(C)OC(=O)N1CCN(c2ccc(CNC(=O)c3ccc(Cl)cc3)cc2)CC1,108,117,104,-3,8,112,0,-3

# Full records from above:
# CC(C)(C)c1cc(C(=O)NCCN2CCCC2)cc(C(C)(C)C)c1 across the screens: RPL19A TOR yeast: 101; LAP4 TOR yeast: 85; CR mimetic SO: 94; AHR act: -1; GASC-1 inh: 6; MEP2 TOR yeast: 108; procasp3 activ: 6; procasp7 counter: -17
# O=C(c1cnn2c(C(F)(F)F)cc(-c3ccccc3)nc12)N1CCCCC1c1cccnc1 (stereo not drawn) across the screens: RPL19A TOR yeast: 103; LAP4 TOR yeast: 99; CR mimetic SO: 105; AHR act: 50*; GASC-1 inh: -1; MEP2 TOR yeast: 111; procasp3 activ: 4; procasp7 counter: 8

# Continuation.
SMILES,RPL19A TOR yeast,LAP4 TOR yeast,CR mimetic SO,AHR act,GASC-1 inh,MEP2 TOR yeast,procasp3 activ,procasp7 counter
CCCOCC1CC2(CC(C)(c3csc(N)n3)OC2=O)C(=O)O1 (stereo not drawn),99,101,107,0,6,102,5,3
CCn1nnc(-c2ccccc2NS(=O)(=O)c2ccc(S(=O)(=O)N3CCCCCC3)cc2)n1,93,96,102,0,2&7,99,2,8
Cc1ccc(C(=O)Cn2c(C(=O)O)cc3ccccc32)cc1,98,89,100,59*,-5,100,-4,1
O=c1[nH]c(CSc2nnc3ccccn23)nc2cc(C(F)(F)F)ccc12,102,93,74,11,0,104,-5,5
COc1ccc(C(CC(=O)O)NC(=O)c2ccccc2[N+](=O)[O-])cc1 (stereo not drawn),97,108,83,0,4,129,5,-8
CCOc1cc2[nH]c(=S)n(CCCN3CCCC3=O)c(=O)c2cc1OCC,96,81,92,5,1,94,2,-16
Fc1ccc(-c2nnn3c2nc(NCc2ccccc2)c2ccccc23)cc1,106,92,106,22,3,109,-8,6
O=c1cc(CN2CCN(c3ccccc3O)CC2)nc2sccn12,99,103,110,3,8,103,-3,-4
Cc1ccc(NC(=O)NCC2CCN(Cc3cccc(Cl)c3)CC2)cc1Cl,98,106,98,1,-3,99,-2,6
COc1ccccc1Nc1nc2c(C)cccc2cc1C#N,102,100,106,4,-7,100,40*,18
C=C(C)C(=O)N1CC2(CC(c3cccc(NC(=O)/C=C\C=C/C)c3)=NO2)C[C@H]1C(N)=O (stereo partly drawn),100,127,96,8,-14,94,-6,-11
Cc1cc(=O)oc2cc(Oc3ccc([N+](=O)[O-])cc3C(F)(F)F)ccc12,96,99,88,6,1,102,-2,9
C=CCNCC(=O)Nc1sc2c(c1C(=O)Nc1ccc(OC)cc1OC)CCC2,104,95,113,13,1,104,10,2
Cc1[nH]c(=O)[nH]c(=O)c1S(=O)(=O)N(C)Cc1ccccc1,97,99,112,-6,-4,99,9,7
